NPY1 pot ag = potentiators or agonists of human neuropeptide Y receptor Y1 | P25929 | NPY-Y1 expressing cells, potentiator/agonist activation | activation, % at 3.6 µM | hit rate 0.37% among 220,000; in the data active = activation above about 33%, passing the limit was not always enough;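 note: cells stimulated with NPY at EC10 then isoproterenol at EC100; 0% = low agonist plus stimulus and 100% = saturating agonist plus stimulus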
TRPML3 agonist = human mucolipin-3 channel agonism. HEK293 TRPML3-YFP, Fluo-8 calcium fluorescence; 100% = the carbachol control signal. activation, % at 3 µM. hit rate 0.29% among 220,000;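 active = activation above its plate's cutoff, the mean activation of the plate's test wells plus 3 SD, cut at about 12% in these data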;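 note: 0% = DMSO only wells and 100% = carbachol wells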
Target sequence (Q8TDD5 whole entry, looked up): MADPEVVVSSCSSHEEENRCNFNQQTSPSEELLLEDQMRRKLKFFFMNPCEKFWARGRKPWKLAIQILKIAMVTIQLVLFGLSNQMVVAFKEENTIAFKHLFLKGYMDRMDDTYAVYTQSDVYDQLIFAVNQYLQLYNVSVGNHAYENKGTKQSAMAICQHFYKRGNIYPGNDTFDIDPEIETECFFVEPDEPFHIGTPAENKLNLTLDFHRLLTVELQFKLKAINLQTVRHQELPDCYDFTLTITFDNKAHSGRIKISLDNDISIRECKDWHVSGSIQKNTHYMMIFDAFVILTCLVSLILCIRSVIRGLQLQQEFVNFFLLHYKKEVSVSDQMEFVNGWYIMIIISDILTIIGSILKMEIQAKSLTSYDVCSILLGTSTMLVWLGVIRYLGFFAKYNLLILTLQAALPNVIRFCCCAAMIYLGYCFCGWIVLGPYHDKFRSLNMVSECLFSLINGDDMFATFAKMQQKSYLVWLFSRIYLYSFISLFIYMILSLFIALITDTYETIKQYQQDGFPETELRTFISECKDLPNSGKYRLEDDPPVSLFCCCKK
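Material: TRPML3-YFP stable HEK293 cells | Dosing: One concentration, 3 µM nominal, 0.3% DMSO | Timing: 125 s total fluorescence read per well | Technique: Fluo-8 calcium dye fluorescence, ex 470-495, em 515-575 nm | Measure: Percent activation from peak-to-basal fluorescence ratio, scaled between DMSO and carbachol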
TRPN1 ag = activates the zebrafish TRPN1 channel | HEK293 zebrafish TRPN1-YFP, Fluo-8 calcium fluorescence; 100% = response to 87 µM carbachol | activation, % at 3 µM | hit rate 0.18% among 220,000 | AID 1424;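 active = activation above its plate's cutoff, the mean activation of test wells on that plate plus 3 SD, cut at about 19% in these data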;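 note: 0% = DMSO alone and 100% = 87 µM carbachol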
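Material: zebrafish TRPN1-YFP in HEK293 cells. Doses: one dose of 3 µM, 0.3% DMSO. Incubation: dye 1 h 37 °C plus 30 min RT. Measured by: intracellular calcium fluorescence with Fluo-8.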
S1P4 ag = agonists of human S1P4 receptor; O95977; S1P4-expressing cell line, agonist reporter assay; activation, % at 4.98 µM; hit rate 0.35% among 220,000; in the data active = activation above about 11%;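 note: 0% = DMSO vehicle and 100% = reference agonist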
NPY-Y2 PAM-ag = potentiates or activates human NPY-Y2 receptor. P49146. cells expressing NPY-Y2, potentiator/agonist read-out. activation, % at 3.6 µM. hit rate 0.45% among 220,000. AID 1359; in the data active = activation above about 27%;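 note: cells stimulated with NPY near EC25 plus isoproterenol at EC100; 0% = vehicle plus submaximal agonist and 100% = vehicle plus saturating agonist; some results beyond the cut were filed as inactive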
EP2 mod = modulators of human EP2 prostaglandin E2 receptor | hit rate 0.83% among 260,000 | induction, % at 25 µM | P43116 | AID 940 | EP2-expressing cells, cAMP HTRF FRET, PGE2 co-stimulation;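 active = compounds whose cAMP rise, as percent of the full-agonist control response, exceeds 60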;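 note: rat C6 glioma line stably carrying human EP2 under a CMV promoter; the protocol text gives 20 µM as final concentration; 100% = response of wells given 1 µM PGE2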
Target sequence (P43116 whole entry, looked up): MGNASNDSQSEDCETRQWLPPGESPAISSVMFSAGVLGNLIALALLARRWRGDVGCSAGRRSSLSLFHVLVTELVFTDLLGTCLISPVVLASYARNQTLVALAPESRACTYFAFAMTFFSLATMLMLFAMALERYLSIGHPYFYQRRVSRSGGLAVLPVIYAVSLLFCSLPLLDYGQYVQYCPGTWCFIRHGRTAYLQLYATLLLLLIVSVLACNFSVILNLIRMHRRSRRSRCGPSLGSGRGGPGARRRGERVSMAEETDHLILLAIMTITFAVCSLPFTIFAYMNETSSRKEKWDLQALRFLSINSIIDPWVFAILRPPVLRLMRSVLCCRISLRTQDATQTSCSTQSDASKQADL
S1P4 antagonist = antagonists of human S1P4 receptor | S1P4-expressing cells, antagonist mode, reporter read-out | inhibition, % at 4.98 µM | hit rate 0.26% among 220,000; in the data active = inhibition above about 29%;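 note: 0% = wells stimulated with agonist and 100% = vehicle wells without agonist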
NPY-Y1 antag = blocks the human neuropeptide Y Y1 receptor; P25929; HEK293-CNG Y1 cells, membrane potential fluorescence; NPY at EC95, then isoproterenol; inhibition, % at 3.6 µM; hit rate 1% among 200,000;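 active = inhibition above the campaign mean inhibition of all tested compounds plus 3 SD, cut at about 20% in these data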;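 note: 0% = DMSO wells given NPY plus isoproterenol and 100% = isoproterenol alone without NPY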
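Material: HEK293 Y1/CNG channel cell line; also added: NPY (25 nM), isoproterenol (1 µM), Ro 20-1724 (25 µM); doses: one concentration, 3.6 µM, in 0.4% DMSO; schedule: compound incubation 1 h at room temperature, readout 45 min post-stimulation; technique: membrane potential fluorescence; measure: fluorescence ratio normalized to % inhibition between controls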
CHOP inhibitor = inhibitors of CHOP induction in ER stress response; CHO-K1 CHOP-promoter luciferase, tunicamycin-induced, 15-18 h; inhibition, % at 10 µM; hit rate 3.8% among 220,000; AID 2732;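 active = compounds that reduced the stress-induced luciferase reporter signal by more than about 70% of percent inhibition, limit read from the data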;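 note: 0% = tunicamycin plus vehicle and 100% = wells without tunicamycin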
* marks the source's active call; other numbers are inactive results; x = not tested or not shown; & = joins results of further samples; ! = repeats disagree.

SMILES,NPY1 pot ag,TRPML3 agonist,TRPN1 ag,S1P4 ag,NPY-Y2 PAM-ag,EP2 mod,S1P4 antagonist,NPY-Y1 antag,CHOP inhibitor
Cc1nc(C(=O)Nc2ccc(Cl)cc2Cl)nn1-c1cc(OC(C)C)c(Cl)cc1Cl,-10,0.0,0.1,1.2,-7,38,0,0,50
CNC(=O)CS(=O)CC(=O)Nc1cc(OCCOC)c(Cl)cc1Cl (configuration not stated),9,-0.1,-2.2,-3.9,-23,9,-26,5,-7
C=CCNC(=O)CCCOc1ccc(C)cc1,-28,0.6,0.0,-3.9,11,-8,5,2,1
O=C(CCl)Nc1cccn2ncnc12,-10,0.4,1.0,-4.7,9,-3,-6,-2,8
Cn1c(=O)c2c(SCc3ccccn3)nc(CC(C)(C)C)nc2n(C)c1=O,0,0.2,0.4,1.0,-6,25,-1,9,74*
CCN(CC)CC(O)COC(c1ccccc1)c1ccccc1 (configuration not stated),-16,0.7,1.2,1.0,-20,-4,-1,x,4
N=c1c(S(=O)(=O)c2ccc(Cl)cc2)cc2c(=O)n3ccccc3nc2n1CCN1CCOCC1,1,0.2,-0.7,11,15,23,-25,-2,0
Cc1cccc(OCC(=O)O/N=C(\N)c2ccc(Br)cc2)c1,-1,0.5,0.7,-0.1,-12,17,8,x,18
C/C(=N\NC(=O)c1c(Cl)cnn1C)c1cccc(NC(=O)COc2ccccc2)c1,-4,-0.5,-0.4,0.1,-5,-27,-26,-2,22
COc1ccc(NCc2nnc(SCC(=O)Nc3nc(-c4ccccc4)cs3)n2-c2ccccc2)cc1,-19,0.1,2.0,-1.4,-4,9,-15,2,55
CCC(CC)C(=O)NCCc1ccc(OC)cc1,-3,0.1,-0.5,0.7,-6,-18,-9,2,-5
COC(=O)C1=C(N)N(c2ccccc2C(F)(F)F)C2=C(C(=O)CCC2)C1c1ccc2c(c1)OCO2 (configuration not stated),14,-0.5,0.7,0.2,-20,-7,-24,-1,6
COC(=O)c1ccc(OC(=O)c2ccccn2)cc1,0,0.3,0.2,-1.9,3,23,-14,2,32
CCOc1ccc(-c2nc(CSc3nncs3)cs2)cc1OC,-11,1.2,-0.2,-0.2,-4,-40,-22,-3,6
CCOc1cc(NC2CS(=O)(=O)CC2O)c(OCC)cc1NC(=O)c1ccccc1 (configuration not stated),4,-0.2,-0.9,-0.7,5,-2,-4,1,-7
N#C/C(=C\c1cn(CCOc2ccccc2)c2ccccc12)C(=O)NCc1ccco1,-13,1.0,-1.1,1.6,-5,-2,-14,6,52
CCOC(=O)CN1C(=O)C(Sc2n[nH]c(-c3ccccc3)n2)CCc2ccccc21 (configuration not stated),-8,1.1,0.5,2.3,-3,-4,3,-4,-1
CC(C)(C)C(=O)OCc1nc(-c2ccc(Cl)cc2)cs1,-27,0.3,1.0,0.2,-8,-11,7,x,2
C=CCN(c1cccc(C(F)(F)F)c1)S(=O)(=O)c1cccc(C(=O)OCC(=O)NCCC)c1,-2,-1.2,-3.0,-0.5,-5,3,-14,1,18
Cc1ccc2nc(C)c(C(=O)N/N=C/c3cccc([N+](=O)[O-])c3)cc2c1,-9,0.5,0.8,0.8,0,7,-28,7,35
CC/C(O)=C(\C#N)c1nnc2n1CCCCC2,29,1.1,0.5,-5.2,12,22,1,1,-28
O=C(N1CCOCC1)N1CCN(c2nc(-c3ccc(F)cc3)cs2)CC1,-8,0.9,1.3,0.0,-10,-17&-3,7,-2,-5
CCN(CC)C(=O)CSc1ncnc2c1nnn2-c1ccc(OC)cc1,3,-0.1,0.5,0.5,6,31,-6,-7,-18
CCC(=O)Nc1ccc2c(c1)C(=O)N(C1CCCCC1)C2=O,18,1.1,1.9,-3.3,-7,-16,4,-6,15
COc1ccc(-c2nc(N)n(C(C)=O)n2)cc1,-26,0.5,-0.7,0.3,13,10,2,-4,-51

(listing goes on)
SMILES,NPY1 pot ag,TRPML3 agonist,TRPN1 ag,S1P4 ag,NPY-Y2 PAM-ag,EP2 mod,S1P4 antagonist,NPY-Y1 antag,CHOP inhibitor
COc1ccc(CNC(=O)COC(=O)c2cnccn2)cc1,-2,0.6,-0.1,-0.4,5,37,0,3,9
CC1CCCCN1CCCNC(=O)C1CCN(c2nc3ccccc3o2)CC1 (configuration not stated),-1,0.0,0.1,0.1,3,12,-13,-3,27
CC1CCC2(CC1)NC(=O)N(Cc1cc(=O)n3ccsc3n1)C2=O (configuration not stated),-9,-0.7,3.6,-0.5,-4,2,-1,x,4
CC(=O)O[C@H]1C[C@@]2(C)[C@@H](C[C@@H](O)[C@H]3[C@@]4(C)CC[C@@H](O)[C@@H](C)C4CC[C@@]32C)/C1=C(\CCC=C(C)C)C(=O)O (some centres not stated),14,1.3,0.1,1.1,21,9,0,-1,20
O=C(Nc1ccccc1F)C(=Cc1sc(N2CCOCC2)nc1-c1ccccc1)C(=O)Nc1ccccc1F,7,1.2,-1.5,2.1,6,41,-9,0,48
CCOC(=O)c1cc2c(=O)n3ccccc3nc2n(Cc2ccco2)c1=NC(=O)c1cccc(OC)c1,-12,-0.7,0.2,3.6,5,34,-29,16,-7
CC1CCC(=C(C#N)C(=O)Nc2cccc(Cl)c2)CC1 (configuration not stated),12,0.5,-0.1,0.5,15,-18,7,-2,52
Cc1ccc(Nc2cnn(C34CC5CC(CC(CC(=O)O)(C5)C3)C4)c(=O)c2Cl)c(Cl)c1,5,1.1,0.4,2.4,-1,22,-8,0,-7
Cc1ccsc1/C=N/NC(=O)CNC(=O)c1ccc(S(=O)(=O)N(C)C)cc1,7,0.9,0.5,-1.0,-5,-18,1,1,12
Cc1cccc(OCCn2c(=O)sc3ccccc32)c1,-33,-1.5,-1.8,-1.4,-36,36&54,-5,12,51
COc1ccc(CNC(=O)C(=O)NCC2OCCN2S(=O)(=O)c2cccs2)cc1 (configuration not stated),-5,0.1,-0.8,-0.2,-4,-3,12,-3,5
CCc1ccc(-n2c(C)cc(/C=N/NC(=O)c3ccncc3)c2C)cc1,10,0.8,-0.2,-0.5,1,3,1,5,-13
Fc1ccc(CSc2nnc(-c3cccs3)o2)cc1,6,-0.7,-2.1,2.1,-4,-12&13,-5,7,-3
Cc1nc(Nc2ccccc2)[nH]c(=O)c1CCC(C)C,8,0.3,0.2,0.4,-2,3,-3,5,89*
Cn1ncc2c(Nc3ccc(O)cc3)nc(Cl)nc21,-26,0.7,0.3,-0.5,-10,2,-8,x,4
Cc1ccccc1C(=O)NNC(=O)Nc1ccccc1,-4,0.7,1.7,2.2,13,15,-18,3,1
CC/C(=N\O)C(C)(C)/[N+]([O-])=C/c1ccc(Br)cc1,9,1.3,0.1,-3.5,-12,6,6,2,-29
O=C(OCC(=O)N1N=C(c2ccc(Cl)cc2)CC1c1ccco1)c1ccccc1O (configuration not stated),-3,0.5,0.4,-0.3,-7,43,7,22*,33
CCN1C(=O)C(CC(=O)Nc2ccc(Br)cc2)N(CCCc2ccccc2)C1=S (configuration not stated),24,1.7,4.0,1.2,33,-1,8,-4,89*
O=[N+]([O-])c1ccc(N/N=C/c2ccc(OCc3cccc4ccccc34)cc2)nc1,13,0.9,-0.2,0.1,3,24,-5,5,54
CCOC(=O)c1c(C)n(C)c2cc(-c3ccc(C)cc3)c(O)cc12,3,-0.1,-0.8,0.0,14,4,-13,-2,81*
Cc1occc1-c1nnc(SCC(=O)N2CCN(c3ccccc3F)CC2)n1C,7,0.4,-0.4,2.0,-21,75*!,-16,2,-13
C=CCn1c(N)c(-c2nc3ccccc3n2C)sc1=S,-10,0.1,-0.6,1.7,-2,-2,1,5,17
Cc1cc(N/N=C/c2ccc(O)cc2)nc(NS(=O)(=O)c2ccccc2)n1,-1,-0.3,-0.2,-1.8,-2,6,6,-3,-3
Cc1c(CCO)c(=O)n(-c2ccccc2)n1S(=O)(=O)c1ccc([N+](=O)[O-])cc1,-7,0.5,0.9,2.6,5,37,6,0,3

Next section:
SMILES,NPY1 pot ag,TRPML3 agonist,TRPN1 ag,S1P4 ag,NPY-Y2 PAM-ag,EP2 mod,S1P4 antagonist,NPY-Y1 antag,CHOP inhibitor
COc1cccc(/C=N/NC(=O)CCCC(=O)NC2CCCCC2)c1,-3,0.7,0.4,0.3,4,-2,-10,4,34
FC(F)(F)c1cnc(COc2ccc(Cl)cc2Cl)c(Cl)c1,-14,0.7,1.2,-1.3,-11,45,-7,x,56
O=C(Nc1ccccc1)c1cnc2n(c1=O)CCS2,-6,1.0,2.9,-0.5,2,10,2,-4,-39
CC1CC(C)CN(C(=O)COC(=O)c2cc3ccccc3cc2O)C1 (configuration not stated),-15,0.8,1.2,-0.2,-20,-33,-16,4,26
Cn1nc(N)nc1N1CCN(c2ccc(F)cc2)CC1,20,0.6,0.6,-1.1,-5,-21,1,-3,-2
COc1cc2c(cc1OC)C(c1cccs1)N(C(=O)C(C)C)CC2 (configuration not stated),9,0.5,-0.9,1.2,-15,39,13,11,-11
CCCC1=NN2C(=N)/C(=C\c3ccc(SCc4ccco4)o3)C(=O)N=C2S1,2,1.7,4.3,0.5,1,-5,-4,0,22
COc1ccccc1N=Nc1c(C)noc1C,9,-0.5,-1.9,1.8,2,17,2,x,1

Assay outcomes from PubChem.
